# Screens from PubChem BioAssay.
# NR2E3 ag-1 = activates human NR2E3 receptor | CHO-S Gal4-NCOR/VP16-NR2E3 two-hybrid, luciferase | AID 602229 | inhibition of corepressor binding, % at 3.98 µM | Q9Y5X4 | actives 0.35% (n = 360,000);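 active means inhibition above the mean of all tested compounds plus 3 SD, cut at about 70% in these data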;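 further: 0% = DMSO with NR2E3 transfected cells and 100% = cells lacking NR2E3 construct; higher means lower luciferase signal from less NR2E3 corepressor binding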
# Target sequence (Q9Y5X4 whole entry, looked up, the tested form may be a part): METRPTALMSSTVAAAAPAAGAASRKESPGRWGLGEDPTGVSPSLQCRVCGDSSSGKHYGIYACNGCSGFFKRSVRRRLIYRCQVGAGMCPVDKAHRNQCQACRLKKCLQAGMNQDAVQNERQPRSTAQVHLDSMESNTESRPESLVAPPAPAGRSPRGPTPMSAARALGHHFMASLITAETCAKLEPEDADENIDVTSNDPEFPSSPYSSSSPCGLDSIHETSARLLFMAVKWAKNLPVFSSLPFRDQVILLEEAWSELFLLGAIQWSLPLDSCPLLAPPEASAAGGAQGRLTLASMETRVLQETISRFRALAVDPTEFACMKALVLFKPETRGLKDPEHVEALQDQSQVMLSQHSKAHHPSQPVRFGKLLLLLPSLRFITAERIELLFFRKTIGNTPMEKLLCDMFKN
# KKLEB cytotox = counter-screen for CF NF-kB inhibitors: cytotoxicity | KKLEB CF airway cells viability, ATPlite luminescence, overnight; hits give low values; cells stimulated with P. aeruginosa culture filtrate | activity change (cytotoxicity), % at 5 µM | actives 0.36% (n = 360,000) | AID 602141;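 active means corrected activity change at or below -50% at 5 µM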
# NR2E3 ag-2 = NR2E3 (human) agonism | Q9Y5X4 | GST-NR2E3/biotin-RetCOR TR-FRET, 1536-well | inhibition of corepressor binding, % at 4.78 µM | actives 0.12% (n = 320,000) | AID 2300;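 active means percent inhibition above the cutoff of mean plus 3 SD of all tested compounds, set per screening campaign, cut at about 20% in these data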;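 further: 0% = DMSO wells and 100% = biotin wells as full block of FRET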
#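 Material – GST-tagged NR2E3 plus biotinylated RetCOR corepressor · Quantity – NR2E3 fusion 1.35 nM · Times – 5 h incubation at 4 °C · Medium – pH 7.5 Tris-based buffer · Technique – TR-FRET, Eu(K)-anti-GST donor, streptavidin-D2 acceptor, ex 340, em 617/671 nm · Benchmarks – high control biotin, low control 0.6% DMSO · Format – 1536-well plates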
# TRPM1 prom inh = inhibitors of MITF-driven TRPM1 promoter in melanoma cells. SK-MEL-5 TRPM1 promoter luciferase, 24 h. inhibition, % at 12.5 µM. actives 0.83% (n = 330,000);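 active means mean inhibition across replicates of 60% or more, whatever share of single replicates reaches that level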; further: values of inactives mirror those of a sister screen read the other way
# LMP1 NFkB inh = reduces LMP1-driven NF-kappaB luciferase signal. AID 504558. LMP1-induced NF-kappaB luciferase reporter cells, luminescence. actives 0.69% (n = 350,000). inhibition, % at 12.5 µM; in the data active means inhibition above about 41%;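 further: 0% = neutral control wells and 100% = reference inhibitor control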
# iPSC survival up = hiPSC single-cell survival enhancement. survival enhancement, % at 20 µM. actives 0.044% (n = 360,000). ATPlite luminescence; 100% = ROCK inhibitor wells, 0% = DMSO. AID 602274; in the data active means survival enhancement above about 18%;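 further: cells exposed to compounds for 16 hours before the ATP read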
# HIF-2a block = HIF-2a inhibition; inhibition, % at 18.8 µM; 786-0 RCC cells HIF-2a reporter, luciferase luminescence, overnight; actives 0.72% (n = 360,000);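 active means inhibition of the luminescence signal of 40% or more relative to plate controls, in a single-dose primary screen at 18.75 µM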
# Peg3 prom inh = inhibitors of Peg3 promoter; HeLa PEG-Prom luciferase reporter, luminescence, overnight; inhibition, % at 20 µM; actives 1.7% (n = 360,000);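 active means inhibition of at least 50% at 20 µM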
# C8 TRAIL sens = sensitizes caspase-8 expressing cells to TRAIL | actives 1% (n = 360,000) | inhibition (viability loss, TRAIL sensitization), % at 10 µM | NB7+C8 cells + TRAIL, ATPlite viability luminescence | AID 624354;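 active means compounds causing at least 50% loss of cell viability in the single-dose screen, relative to plate controls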
# Shn3 3UTR inh = inhibitors of Schnurri-3 3'UTR reporter in osteoblasts; AID 588674; actives 0.52% (n = 360,000); inhibition, % at 12.5 µM; Clone20 osteoblast Shn3 3'UTR firefly luciferase, 24 h;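 active means mean inhibition of at least 75% with every replicate also reaching 75%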;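 further: 0% = median of neutral control wells and 100% = pilot-screen positive control compound; some compounds past the cut are filed as inactive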
# CF NFkB inh = inhibitors of cystic fibrosis induced NF-kB. KKLEB NF-kB-GFP reporter, PAF-induced, GFP fluorescence overnight. inhibition, % at 5 µM. actives 0.86% (n = 360,000). AID 588850;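 active means at least 50% inhibition at 5 µM, scaled per plate between neutral and stimulator controls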;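 further: PAF is a Pseudomonas aeruginosa culture filtrate used as stimulus; plate controls were PAF-stimulated DMSO wells for no effect and unstimulated DMSO wells for full effect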
# The depositor's hits bear a star; . = not tested or not shown. These rows are one share of the data; rates above refer to the full screens.
SMILES,NR2E3 ag-1,KKLEB cytotox,NR2E3 ag-2,TRPM1 prom inh,LMP1 NFkB inh,iPSC survival up,HIF-2a block,Peg3 prom inh,C8 TRAIL sens,Shn3 3UTR inh,CF NFkB inh
CCOC(=O)C1=C(COC(=O)c2ccc(Cl)nc2)NC(=O)NC1C (stereo unspecified),20,3,.,2,4,0.4,10,11,5,-2,-18
Cc1ccccc1N1CCN(C(=O)c2ccc(Oc3ccc(C(F)(F)F)cn3)cc2)CC1,23,-6,3,0,11,0.4,-16,22,-15,12,22
O=C(COC(=O)C1CC2CCCC(C1)C2=O)Nc1cccc(F)c1 (stereo unspecified),-11,2,-3,-1,3,2.5,8,-1,-1,-1,-4
C=CCc1ccc(OCCCCNC2CCCC2)c(OC)c1,15,-13,1,-8,-23,1.9,13,2,8,0,15
O=C(CSc1nnnn1-c1ccc(O)cc1)c1ccc(F)cc1,-46,-6,-3,-10,2,-0.2,-34,-36,23,-9,20
COc1ccc(C(=O)NCC(=O)NCC(c2ccco2)N(C)C)cc1OC (stereo unspecified),-5,11,4,-6,3,3.4,14,6,-9,-2,16
O=C(Nc1ccc(N2CCCC2)cc1)c1ccccc1F,-125,21,4,-54,-17,-1.1,-329,-266,-8,4,-48
COc1ccc(C=C2NC(=S)NC2=O)cc1,-25,2,.,4,-1,0.3,-1,-64,-13,15,-5
CCC1CCCCN1S(=O)(=O)c1ccc(NC(=O)C2CCN(C(=O)c3ccco3)CC2)cc1 (stereo unspecified),7,-8,4,25,0,-0.7,27,31,-7,4,9
Cc1cccn2cc(-c3cccc(S(=O)(=O)N4CC(C)OC(C)C4)c3)nc12 (stereo unspecified),13,2,-1,-3,-5,-0.5,7,14,-5,-6,10
CCOC(=O)c1c(C)sc(Sc2ccc(Cl)cc2[N+](=O)[O-])c1OC,-10,-8,1,6,3,-1.1,18,22,14,28,21
Cc1ccsc1C(=O)OCC(=O)NCc1cccs1,-2,6,.,.,-5,-0.6,-143,-127,-15,-68,-17
COc1ccc(-c2cc(=O)oc3cc4occ(C)c4cc23)cc1,-24,-3,3,1,-8,0.8,-24,4,20,-1,16
CN(CC(=O)NCC(c1ccccc1)N1CCCC1)S(=O)(=O)c1ccc(Cl)cc1 (stereo unspecified),0,16,4,-20,-3,-4.6,-11,-4,11,6,-6
CSc1ncccc1C(=O)OCC(=O)c1cccc(Br)c1,-23,-13,4,-3,11,1.3,0,-14,-2,16,20

# An excerpt from above in order of number of heavy atoms, lowest first:
SMILES,NR2E3 ag-1,KKLEB cytotox,NR2E3 ag-2,TRPM1 prom inh,LMP1 NFkB inh,iPSC survival up,HIF-2a block,Peg3 prom inh,C8 TRAIL sens,Shn3 3UTR inh,CF NFkB inh
COc1ccc(C=C2NC(=S)NC2=O)cc1,-25,2,.,4,-1,0.3,-1,-64,-13,15,-5
Cc1ccsc1C(=O)OCC(=O)NCc1cccs1,-2,6,.,.,-5,-0.6,-143,-127,-15,-68,-17
COc1ccc(-c2cc(=O)oc3cc4occ(C)c4cc23)cc1,-24,-3,3,1,-8,0.8,-24,4,20,-1,16
COc1ccc(C(=O)NCC(=O)NCC(c2ccco2)N(C)C)cc1OC (stereo unspecified),-5,11,4,-6,3,3.4,14,6,-9,-2,16

# The list continues.
SMILES,NR2E3 ag-1,KKLEB cytotox,NR2E3 ag-2,TRPM1 prom inh,LMP1 NFkB inh,iPSC survival up,HIF-2a block,Peg3 prom inh,C8 TRAIL sens,Shn3 3UTR inh,CF NFkB inh
O=C1OC(c2ccco2)=N/C1=C\c1ccc(-c2cccc(C(F)(F)F)c2)o1,-27,-3,0,13,2,0.3,21,5,5,10,1
O=C1C2C3C=CC(C3)C2C(=O)N1Nc1ccc([N+](=O)[O-])cc1[N+](=O)[O-] (stereo unspecified),-4,3,8,11,8,-0.5,15,16,4,7,-2
CCC(CC)c1nnc(NC(=O)CN2C(=O)c3ccccc3C2=O)s1,-9,-5,1,5,-2,0.8,3,11,2,7,18
Cc1ccccc1/C=N/NC(=O)Cn1cnc([N+](=O)[O-])n1,18,-3,0,5,-3,-2.1,5,-5,-6,8,-7
Cc1ccc(NC(=O)CSc2nc3ccccc3c(=O)n2CCCC(=O)NCCCN2CCOCC2)cc1,-20,3,4,5,-1,-0.3,2,11,7,5,0
Cc1cc(NC(=O)c2ccc(Cl)cc2)ccc1NC(=O)c1ccccc1Cl,-43,10,-2,-3,0,-0.2,-26,-26,12,-13,-19
CN(CCc1nc2ccccc2[nH]1)Cc1nc(CC2CC2)no1,-33,14,9,5,2,-1.5,7,8,-1,22,-10
COCCN1C(=O)N[C@@H](CCc2ccccc2)[C@H](C(=O)OC)[C@H]1C,6,-10,3,4,4,7.0,6,-6,16,-15,9
O=C(N[C@@H](Cc1ccccc1)C(=O)OCc1ccccc1)c1nc[nH]c1C(=O)N1CCN(c2ccccc2)CC1,10,-11,1,-3,-6,-1.6,-11,0,-1,-5,1
O=C1C=C(NCc2ccco2)CCC1,-12,-17,2,11,11,-1.7,3,8,-4,19,8
CCn1nc(C(=O)OCc2cccc(S(=O)(=O)N(C)C)c2)c2ccccc2c1=O,4,-6,-2,4,2,-0.6,16,17,8,2,0
COCCNC(=O)C(=O)NCCN1CCOCC1,-11,1,1,-4,-4,5.1,15,22,-7,-19,-1
O=S(=O)(Nc1cccc(-c2cn3c(n2)SCC3)c1)c1ccccc1,-1,11,-1,6,-9,-0.3,5,7,-4,-3,-18
O=C(Nc1cccc(S(=O)(=O)N2CCOCC2)c1)C12CC3CC(CC(C3)C1)C2,12,-6,.,-16,-5,0.7,7,14,17,61,-10
CCCc1cc(=O)n2nc(N3CCC(C(=O)NCc4ccc(C)o4)CC3)sc2n1,-14,0,3,-12,1,-0.2,-6,-16,4,-22,0
CN(C(=O)Cc1c(C(=O)O)n(C)c2ccccc12)c1ccc(F)cc1,8,10,-1,1,-2,-3.1,21,17,-8,15,9
COc1cccc(C2CC(c3cccs3)=NN2C(=S)Nc2ccccc2)c1OC (stereo unspecified),-14,1,-5,17,7,-0.3,-26,26,-7,80,-4
CCN(CC)CCNC(=O)CCc1nnc2ccc(N3CCC(C)CC3)nn12,-16,0,-1,11,2,-0.7,16,0,3,0,-10
COc1ccc(/C=C2/SC(=O)N(CCNC(=O)C3COc4ccccc4O3)C2=O)cc1 (stereo unspecified),0,6,-2,2,-5,-0.1,-141,-100,-1,-7,-2
O=C1CCCN1C(=O)COc1ccc([N+](=O)[O-])cc1,9,-7,-1,2,-2,0.1,7,-22,-3,0,13
CC1(c2ccccc2Cl)NC(=O)N(CC(=O)NC(=O)NCc2ccco2)C1=O (stereo unspecified),1,1,-4,16,-5,-0.9,12,6,-17,-4,-7
CCCCN(C(=O)c1ccc(-c2ccc(Cl)cc2)o1)c1c(N)n(CCC)c(=O)[nH]c1=O,-11,4,4,-10,-3,-1.8,-10,2,-4,0,5
CCc1nnc(NS(=O)(=O)c2ccc(NC(=O)OC)cc2)s1,6,4,2,15,1,-1.7,-21,5,-3,-6,2
O=C(CSc1nnc(CNC(=O)c2cccs2)o1)Nc1cccc(C(F)(F)F)c1,-31,0,4,9,1,3.2,10,6,-15,-6,3
C(=N\Nc1ccccn1)/c1ccc2c(c1)OCCO2,-113,-9,2,-71,-16,-3.1,-133,-223,46,-80,9
O=C(/C=C/C=C/c1ccc2c(c1)OCO2)N1CCCCC1,-83,-12,-6,-100,-18,-2.6,-282,-327,19,-55,12
COC(=O)Cc1ccc(NC(C)=O)cc1,-26,-4,-4,-5,1,-0.1,4,2,-5,0,-6
Cc1[nH]c(=O)c(C#N)c(C)c1[N+](=O)[O-],-43,0,-1,-12,-18,-0.3,-3,-82,-11,-13,-4
COc1ccc(CNC(=O)Cn2cccc2C(=O)c2ccccc2)cc1,-43,21,-4,-64,-20,-0.4,-133,-177,-17,-26,-1
COc1ccc2c(c1)C(SCC(=O)NCCc1ccc(Cl)cc1)CC(C)(C)O2 (stereo unspecified),8,-14,1,-2,-7,0.3,2,23,8,10,9

# Looked up one by one from above:
SMILES,NR2E3 ag-1,KKLEB cytotox,NR2E3 ag-2,TRPM1 prom inh,LMP1 NFkB inh,iPSC survival up,HIF-2a block,Peg3 prom inh,C8 TRAIL sens,Shn3 3UTR inh,CF NFkB inh
O=C(N[C@@H](Cc1ccccc1)C(=O)OCc1ccccc1)c1nc[nH]c1C(=O)N1CCN(c2ccccc2)CC1,10,-11,1,-3,-6,-1.6,-11,0,-1,-5,1
C=CCc1ccc(OCCCCNC2CCCC2)c(OC)c1,15,-13,1,-8,-23,1.9,13,2,8,0,15
COc1ccc2c(c1)C(SCC(=O)NCCc1ccc(Cl)cc1)CC(C)(C)O2 (stereo unspecified),8,-14,1,-2,-7,0.3,2,23,8,10,9
CCN(CC)CCNC(=O)CCc1nnc2ccc(N3CCC(C)CC3)nn12,-16,0,-1,11,2,-0.7,16,0,3,0,-10
Cc1[nH]c(=O)c(C#N)c(C)c1[N+](=O)[O-],-43,0,-1,-12,-18,-0.3,-3,-82,-11,-13,-4

# New compounds follow
SMILES,NR2E3 ag-1,KKLEB cytotox,NR2E3 ag-2,TRPM1 prom inh,LMP1 NFkB inh,iPSC survival up,HIF-2a block,Peg3 prom inh,C8 TRAIL sens,Shn3 3UTR inh,CF NFkB inh
FC(F)(F)c1ccc(Cl)c(-n2c(Cc3cccs3)n[nH]c2=S)c1,-5,10,-2,-1,9,1.6,1,6,14,15,-6
CN(Cc1ccccc1Cl)C(=O)C1CCC(=O)N(C2CCCCCC2)C1 (stereo unspecified),8,10,.,4,-3,-0.6,-21,-9,21,3,-10
C=CCn1c(SCC(=O)NC2CCS(=O)(=O)C2)nc2scc(C3CC3)c2c1=O (stereo unspecified),-11,-4,3,-9,6,6.2,13,0,0,8,1
CSc1nnc(-c2cc3c(s2)-c2ccccc2CC3)o1,-112,-3,1,-32,-23,0.3,-243,-362,5,-64,2
O=C(Nc1c2c(nn1-c1ccccc1)CS(=O)(=O)C2)c1ccccc1C(F)(F)F,-31,1,7,-10,-3,-0.4,3,23,-21,-18,0
COc1ccccc1-n1c(SCC(=O)Nc2ccc(C)cc2)nc(O)cc1=O,-24,5,0,-4,3,1.5,18,20,-5,-6,2
